Compound activity: PubChem BioAssay, NCI
Growth percent in the NCI-60 one-dose screen (48 h, 10 µM unless noted): 100 = growth as untreated, 0 = no growth, -100 = all killed.
K-562 = K-562 leukemia; actives 7.4% (n = 78,000)
MDA-MB-468 = MDA-MB-468 breast cancer. actives 8.5% (n = 78,000). AID 2202374
MDA-MB-231 = MDA-MB-231 breast cancer. actives 5% (n = 81,000)
RPMI-8226 = RPMI-8226 leukemia cells | actives 7.5% (n = 77,000) | AID 1794781
CCRF-CEM = CCRF-CEM leukemia. actives 7% (n = 77,000)
SR = SR leukemia cells | actives 8.7% (n = 73,000) | AID 1794780
MCF7 = MCF7 breast cancer; actives 6.3% (n = 82,000); AID 1794796
MOLT-4 = MOLT-4 leukemia cells. actives 6.9% (n = 80,000)
An asterisk follows results filed as active; / = not tested or not shown; [ ] = remark or other dose. Rule for the calls: active = growth percent below 10; inactive = the rest.

smiles	K-562	MDA-MB-468	MDA-MB-231	RPMI-8226	CCRF-CEM	SR	MCF7	MOLT-4
CCS/C(Nc1ccccc1)=C(\C#N)C(=O)Nc1ccccc1	90	91	94	79	82	70	99	69
O=C(CSc1nnc(-c2cccs2)n1-c1ccccc1)Nc1cccc(Br)c1	79	85	93	97	96	81	82	89
COC(=O)c1c(C(=O)OC)c2ccc3c4ccccc4ccc3n2c1C(N)=O	83	71	58	67	74	72	64	90
CCCCC(CC)CNC(=O)/C=C/c1ccc(OC)cc1 (configuration not stated)	87	96	102	89	91	87	94	83
Cc1nc2c(-c3ccc(Cl)cc3)nc3ccccc3c2c(=O)n1N	80	/	103	100	80	94	103	90
ClC1=C(Cl)C(Cl)=C(Cl)C1	121	108	115	125	116	116	97	107
CCOC(=O)/C=C1\C(CO)OC(n2cnc3c(N)ncnc32)C1O[Si](C)(C)C(C)(C)C (configuration not stated)	84	71	81	81	119	/	94	75
Nc1ccccc1/C=N\Nc1ccccc1	28	95	56	/	/	67	64	68
Nc1ccc2c(c1)C(=O)c1cccc(Cl)c1-2	/	/	108	103	95	/	94	95
CC(O)CN(Cc1cc(O)c(CN(CC(C)O)CC(C)O)cc1O)CC(C)O (configuration not stated)	120	93	94	108	/	107	96	102
CC(=O)Nc1ccc(-n2cnc3cc(-c4ccc(O)cc4)ccc32)cc1F	6.1*	-12*	35	14	8.0*	/	26	0.0*
CS(=O)(=O)c1ccc(-c2nn(-c3ccc(F)cc3)cc2/C=N/NC(=O)c2ccccc2)cc1	112	94	88	94	99	110	92	102
COc1ccc(-c2cc(C(F)F)c3c(N)c(C(=O)c4ccc5c(c4)OCO5)sc3n2)cc1	68	69	24	104	102	71	81	79
CCN(CC)N=Nc1ccc2c(cnn2C(=O)Nc2ccc(Cc3ccccc3)cc2)c1	47	115	95	54	41	/	50	/
Nc1nc2c(c(=O)[nH]1)C(c1ccccc1)C=C(C(=O)O)N2 (configuration not stated)	104	115	147	109	/	111	104	110

Remaining list, next part
smiles	K-562	MDA-MB-468	MDA-MB-231	RPMI-8226	CCRF-CEM	SR	MCF7	MOLT-4
C#CCOc1ccccc1C(Nc1ccc([N+](=O)[O-])cc1)c1nnnn1C1CCCCC1 (configuration not stated)	68	78	74	76	81	78	77	76
Cc1ccc(C(=O)C2CC2)cc1C	101	107	93	109	101	113	99	98
Cc1c(O)ccc(SC#N)c1C	104	112	85	97	31	105	116	97
C/C(=N\N=C1/NC(=O)C(CC(=O)O)S1)c1nnn(-c2ccc([N+](=O)[O-])cc2)c1C (configuration not stated)	95	119	103	99	102	87	101	105
CNc1ncc2cc(-c3cc(NC(=O)NCCC(C)(C)C)c(F)cc3C)c(C)nc2n1	3.9*	53	1.7*	21	63	18	46	21
CC1(C)C(N2CCCCC2)CS1(=O)=O (configuration not stated)	100	/	118	102	92	99	98	98
COc1ccc(-c2nc(SCC(C)C)nc(N/N=C\c3ccc(O)cc3)c2C#N)cc1	91	99	90	87	87	118	91	74
CCN1C(=O)N(CC)C2Nn3c(s/c(=C\c4ccccc4)c3=O)=NC21 (configuration not stated)	39	47	60	75	55	33	54	73
Clc1nc(N[C@H]2CCCc3ccccc32)c2ccccc2n1	47	21	/	50	63	49	52	47
CNS(=O)(=O)c1cccc(-c2ccc3c4c(n(C)c(=O)c3c2)-c2ccccc2C4=O)c1	41	83	87	31	6.1*	3.3*	18	-1.8*
Nc1nc2c(C(=O)Nc3ccc(Br)cc3)c(Nc3ccccc3)nn2cc1-c1nc2ccccc2s1	100	115	103	107	94	89	93	98
COC(=O)CCC(C)C1CCC2C3C(OC(C)=O)CC4CC(O)CCC4(C)C3CC(O)C12C (configuration not stated)	90	104	98	99	101	117	91	110
Cc1nn2c(-c3nc4ccc(Cl)cc4[nH]3)c(-c3ccccc3)nc2s1	82	87	98	91	88	75	95	80
COCCn1cc(-c2csc(-c3cn(C(=O)OC(C)(C)C)c4ccccc34)n2)c2cccnc21	87	64	66	107	100	76	75	105
c1ccc(-c2nn(-c3ccccc3)[n+](-c3ccccc3-c3ccccc3)n2)cc1	5.3*	-39*	35	15	17	8.1*	8.3*	23

More structures follow.
smiles	K-562	MDA-MB-468	MDA-MB-231	RPMI-8226	CCRF-CEM	SR	MCF7	MOLT-4
O=C1CCC(=O)c2ccc3c4c(ccc1c24)CC3	104	81	103	107	107	84	102	83
BrC1c2cccc3cccc(c23)C1Br (configuration not stated)	92	114	83	105	113	/	88	99
CCN(CC)CCOC1CCCCC1	99	93	102	101	104	107	92	95
C[C@@H]1CC[C@]23COC(=O)[C@@]1(CCc1ccoc1)[C@H]2CC[C@@H]1O[C@@]13C	113	102	113	109	122	121	95	113
COc1ccc(Cn2c(-c3nonc3N)nc3cc(C(F)(F)F)ccc32)cc1	95	/	67	98	98	104	76	88
Cc1ccc(NC(=O)c2sc3nc4c(cc3c2N)C(=O)CCC4)cc1C	12	51	35	11	14	23	11	28
Cc1ccc(S(=O)(=O)NC2c3ccccc3Oc3ccccc32)cc1	92	88	99	98	82	68	93	92
CNS(=O)(=O)c1ccccc1	108	96	99	115	107	122	97	115
COC(=O)CCSCc1ccccc1	118	101	117	100	106	117	94	109
CN(C)c1ncc(-c2ccc(C(F)(F)F)cc2)c(NC2CCCCCC2)n1	28	29	83	1.6*	46	/	41	76
c1ccc(N/N=C(\C(=N\Nc2ccccc2)c2ccccc2)c2ccccc2)cc1	100	76	77	78	84	/	81	64
O=C1NC(=O)/C(=C/c2cc3ccccc3nc2Cl)S1	97	96	81	92	92	95	90	102
O=C1OCc2ccc([N+](=O)[O-])cc21	/	111	107	116	101	94	104	98
CCOc1ccc2nc(NC(=O)c3cccnc3Nc3ccc(Cl)cc3Cl)sc2c1	89	116	91	58	84	67	80	76
CN=C(NC)N/N=C(C)\C=N\NC(=NC)NC	/	121	98	127	106	/	104	101

(continued)
smiles	K-562	MDA-MB-468	MDA-MB-231	RPMI-8226	CCRF-CEM	SR	MCF7	MOLT-4
CN(C)/C(N)=N/c1nc(=O)c2ccccc2c(=O)[nH]1	100	101	101	106	107	96	94	104
Cc1ccc(/C=C2\SC(=S)N(CCC(=O)Nc3ncc(Cc4ccccc4)s3)C2=O)cc1	96	88	101	103	101	63	93	102
CC(=O)Nc1ccc2c(c1)Cc1c-2cc(Br)c(N)c1Br	71	78	70	/	97	74	76	98
O=C(NCCN1CCC(O)CC1)c1cc2c(o1)C(=O)c1ccccc1C2=O	2.8*	-86*	-25*	/	2.2*	13	-70*	-4.1*
CC(=O)CSC(C)=O	106	99	100	93	95	/	93	105
CC(C)N=Cc1ccccc1	101	/	136	112	104	98	103	106
O=C(O)C(Cc1ccccc1)n1c(O)c(C=C2N=c3ccccc3=N2)sc1=S (configuration not stated)	117	97	97	103	107	137	98	105
C=CN(C(=O)N1CCN(c2cc3c(cc2F)c(=O)c(C(=O)O)cn3C2CC2)CC1)c1nc(-c2ccc(Cl)cc2)cs1	48	76	76	16	34	33	51	58
CC(C)Oc1ccccc1C(=O)Nc1ccccc1C(=O)Nc1cccc(S(=O)(=O)C(F)(F)F)c1	64	94	94	81	81	60	84	59
COc1cccc(C(=O)Nc2ccc(-c3cc(=O)c4c(OC)c(OC)c(OC)cc4o3)cc2)c1	63	102	107	52	51	66	91	69
Nc1c(CNCc2nnn(Cc3ccccc3)c2N)nnn1Cc1ccccc1	94	100	108	95	95	90	101	102
COc1ccc2oc(=O)cc(-c3sc(N4CCOCC4)nc3-c3ccccc3)c2c1	84	97	93	80	86	80	77	93
O=C(Nc1ccccc1)Oc1c(Cl)cc(Cl)c2ccccc12	106	96	108	91	108	131	104	106
CCOC(=O)c1ncc(-c2ccc(C(F)(F)F)cc2)c(NCc2cc(C(F)(F)F)cc(C(F)(F)F)c2)n1	90	/	97	61	70	84	92	84
COc1ccc(S(=O)(=O)N2C(=O)N[C@H](OC)[C@H]2OC)cc1	98	113	97	104	/	97	102	106

Given with each value named: part of the list above.
> COc1ccc2oc(=O)cc(-c3sc(N4CCOCC4)nc3-c3ccccc3)c2c1
  K-562: 84
  MDA-MB-468: 97
  MDA-MB-231: 93
  RPMI-8226: 80
  CCRF-CEM: 86
  SR: 80
  MCF7: 77
  MOLT-4: 93

> O=C(Nc1ccccc1)Oc1c(Cl)cc(Cl)c2ccccc12
  K-562: 106
  MDA-MB-468: 96
  MDA-MB-231: 108
  RPMI-8226: 91
  CCRF-CEM: 108
  SR: 131
  MCF7: 104
  MOLT-4: 106

Back to the main list with the 5 entries that preceded the break.
smiles	K-562	MDA-MB-468	MDA-MB-231	RPMI-8226	CCRF-CEM	SR	MCF7	MOLT-4
Nc1c(CNCc2nnn(Cc3ccccc3)c2N)nnn1Cc1ccccc1	94	100	108	95	95	90	101	102
COc1ccc2oc(=O)cc(-c3sc(N4CCOCC4)nc3-c3ccccc3)c2c1	84	97	93	80	86	80	77	93
O=C(Nc1ccccc1)Oc1c(Cl)cc(Cl)c2ccccc12	106	96	108	91	108	131	104	106
CCOC(=O)c1ncc(-c2ccc(C(F)(F)F)cc2)c(NCc2cc(C(F)(F)F)cc(C(F)(F)F)c2)n1	90	/	97	61	70	84	92	84
COc1ccc(S(=O)(=O)N2C(=O)N[C@H](OC)[C@H]2OC)cc1	98	113	97	104	/	97	102	106
COC(=O)C1Sc2ccc3nsnc3c2NC1=O (configuration not stated)	95	132	113	110	123	104	85	97
CC1(C)OCC(C2OC2C2COC(C)(C)O2)O1 (configuration not stated)	/	112	114	116	97	/	102	101
COc1nc2c(c(=O)[nH]1)C(c1ccccc1)C=C(C(=O)O)N2 (configuration not stated)	107	110	140	110	125	117	95	106
CCOC(=O)C(Cc1ccc(O)c([N+](=O)[O-])c1)N1C(=O)c2ccccc2C1=O (configuration not stated)	102	114	102	97	71	100	108	99
C=CCNC(=S)Nc1cc(C(C)C)c(O)cc1C	110	98	101	97	101	106	97	99
C=C1C(=O)O[C@H]2[C@H]1CC/C(Cn1cc(-c3ccccc3)nn1)=C\CC[C@@]1(C)O[C@@H]21	-3.9*	-39*	-13*	-20*	-21*	3.1*	-60*	-14*
CS(=O)(=O)c1ccc(-n2cc(/C=N/O)c(-c3ccc(Br)cc3)n2)cc1	94	100	84	109	103	102	99	97
CC(=O)N1c2ccccc2-n2cccc2C1c1ccc(Cl)cc1 (configuration not stated)	89	86	76	94	62	83	100	85
NNC(=S)Nc1cccc2ccccc12	96	119	95	93	100	78	98	88
COCC(C)OC(=O)COc1ccccc1 (configuration not stated)	109	95	101	103	103	100	99	101
O=C(O)CSc1ccc(NC(=O)Nc2ccccc2F)cc1	100	81	104	88	96	39	97	95
Nc1c(C(=O)N/N=C\c2ccc(OC(F)F)c(Oc3ccccc3)c2)cnn1CC(O)c1ccccc1 (configuration not stated)	52	54	75	50	57	56	56	54
Cc1cc(-c2cc(OC(=O)c3ccccc3)ccc2Cl)cc2nnc(Nc3ccc(OCCN4CCCC4)cc3)nc12	-22*	84	71	74	3.1*	0.4*	3.9*	73
O=C(CCNC(=O)OCc1ccccc1)NC(CSCc1ccccc1)C(=O)O (configuration not stated)	102	108	115	106	106	102	89	101
CC1=C2[C@@H](CC1)[C@]1(C)O[C@@](C3CCNCC3)(C[C@H]1OC(=O)CO)[C@H]2OC(=O)/C=C/c1ccccc1	63	75	107	82	79	33	74	78

Following part:
smiles	K-562	MDA-MB-468	MDA-MB-231	RPMI-8226	CCRF-CEM	SR	MCF7	MOLT-4
CNS(=O)(=O)c1c(N)ncn1C	100	89	97	102	108	95	93	99
CSC(=Nc1cccc(C)c1)NC#N	104	102	105	100	95	85	91	90
C#CCOc1ccc2ncnc(N3CCC(NC(=O)CCl)CC3)c2c1	82[8.25 µM]	15[8.25 µM]	96[8.25 µM]	44[8.25 µM]	40[8.25 µM]	63[8.25 µM]	52[8.25 µM]	41[8.25 µM]
O=C1C(=Nc2cccc(Cl)c2)CC(c2ccc(Cl)cc2)N1c1ccc(Cl)cc1 (configuration not stated)	89	108	99	84	91	90	100	80
Cc1cccc(NC(=O)c2c(N)c3cc4c(nc3n2C)CCCC4)c1C	46	77	72	81	73	48	69	81
COC1(CC[C@@H](C)COC2OC(CO)C(O)C(O)C2O)O[C@H]2C[C@H]3[C@@H]4CC=C5C[C@@H](OC6OC(CO)C(OC7OC(C)C(O)C(O)C7O)C(O)C6OC6OC(C)C(O)C(O)C6O)CC[C@]5(C)[C@H]4CC[C@]3(C)[C@H]2[C@@H]1C (some centres not stated)	-23*	-24*	-70*	-56*	-95*	/	-86*	-99*
CSC(=S)N/N=C(\C)c1ccccn1	8.8*	-20*	34	12	7.6*	-3.7*	7.7*	0.2*
CCOC(=O)c1cn2c3c(c(C)cc(C)c3c1=O)C(=O)CC2	97	104	109	106	107	/	89	99
OC(c1ccccc1)(c1ccccc1)c1ccc2ccccc2c1	77	104	92	95	92	87	81	85
FC(F)(F)c1ccccc1I	101	108	103	103	103	113	103	108
CN1C(C)(C)CCCC1(C)C	105	104	103	109	99	/	/	99
N#Cc1nnn2c1nc(N)c1c(Cl)cccc12	116	100	86	100	/	/	95	118
C#CCn1c2c(c3ccccc31)C[C@]1(C)[C@H]3C(=O)C=C4[C@@H]5C[C@@](C)(C(=O)OC)CC[C@]5(C)CC[C@@]4(C)[C@]3(C)CC[C@H]1C2(C)C	100	95	96	106	104	81	87	94
CC(C)C1(c2ccsc2)NC(=O)NC1=O (configuration not stated)	132	/	89	114	89	122	98	141
S=C1SCC(COc2ccc(Cl)cc2)S1 (configuration not stated)	105	125	106	107	107	105	106	99
Cn1cc(-c2noc(-c3cn(C)c4ncccc34)n2)c2cc(Cl)ccc21	87	91	70	97	100	82	62	96
O=C(CN1CCN(c2cc(=O)n(-c3ccccc3)c3ccccc23)CC1)Nc1ccc(Cl)cc1	42	39	83	68	62	80	61	35
N#CCCOCCOC(=O)Nc1cccc(Cl)c1	83	120	110	/	/	88	96	97
